# NCOA2 inhibitor: human SRC2 (NCOA2) inhibition | Q15596 | HEK293 GAL4-SRC2 luciferase reporter, luminescence | inhibition, % at 9 µM | actives 0.17% (n = 370,000);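 active = inhibition above the mean inhibition of all tested compounds plus 3 SD, set per campaign, cut at about 52% in these data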;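 note: 0% = DMSO treated cells and 100% = cells given Gossypol at 36 µM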
# m5-HT2A agonist: activates the mouse 5-HT2A serotonin receptor; P35363; CHO-K1 mHTR2A beta-arrestin complementation, luminescence; percent of 30 µM serotonin response; activation, % at 7.6 µM; actives 0.66% (n = 360,000); AID 624169;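 active = activation above a run cutoff, the mean activation of all tested compounds plus 3 SD, cut at about 14% in these data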;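 note: 0% = plate median of compound wells and 100% = 30 µM serotonin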
# Target sequence (P35363 whole entry, looked up): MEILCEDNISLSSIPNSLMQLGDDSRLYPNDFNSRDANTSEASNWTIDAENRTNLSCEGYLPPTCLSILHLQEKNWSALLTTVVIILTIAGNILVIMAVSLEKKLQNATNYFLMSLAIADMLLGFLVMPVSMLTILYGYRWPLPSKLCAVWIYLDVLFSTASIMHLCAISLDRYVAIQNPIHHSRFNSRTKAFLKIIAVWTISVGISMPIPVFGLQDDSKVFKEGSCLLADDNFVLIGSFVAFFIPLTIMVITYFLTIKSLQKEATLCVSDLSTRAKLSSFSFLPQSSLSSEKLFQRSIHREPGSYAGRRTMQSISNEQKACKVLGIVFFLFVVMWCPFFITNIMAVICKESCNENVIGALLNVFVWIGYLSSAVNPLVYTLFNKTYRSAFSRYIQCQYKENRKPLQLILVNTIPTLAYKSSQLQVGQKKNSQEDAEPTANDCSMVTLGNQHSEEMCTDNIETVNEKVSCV
# NOD2-RIPK2 inh: NOD2-RIPK2 protein interaction inhibition; O43353; CHO BLA complementation NOD2-RIPK2, CCF4 ratio; inhibition, % at 4.98 µM; actives 0.38% (n = 360,000); AID 624267; in the data active = inhibition above about 21%;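 note: 0% = vehicle only and 100% = reference blocker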
# Target sequence (O43353 whole entry, looked up): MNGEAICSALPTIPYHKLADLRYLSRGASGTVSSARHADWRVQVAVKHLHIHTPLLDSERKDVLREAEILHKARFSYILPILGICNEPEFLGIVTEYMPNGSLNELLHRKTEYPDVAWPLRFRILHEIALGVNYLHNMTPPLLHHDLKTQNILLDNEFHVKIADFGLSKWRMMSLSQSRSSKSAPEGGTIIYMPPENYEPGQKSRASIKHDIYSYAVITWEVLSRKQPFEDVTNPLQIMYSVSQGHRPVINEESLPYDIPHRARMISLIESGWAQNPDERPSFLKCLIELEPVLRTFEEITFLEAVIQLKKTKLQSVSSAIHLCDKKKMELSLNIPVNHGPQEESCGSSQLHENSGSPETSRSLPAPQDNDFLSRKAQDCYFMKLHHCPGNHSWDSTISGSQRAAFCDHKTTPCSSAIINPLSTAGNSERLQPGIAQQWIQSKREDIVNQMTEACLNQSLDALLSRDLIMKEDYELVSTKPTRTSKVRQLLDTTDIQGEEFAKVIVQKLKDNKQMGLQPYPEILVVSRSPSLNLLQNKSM
# MC4R antag cAMP: blocks human MC4R cAMP signaling. AID 540295. inhibition, % at 6.5 µM. MC4R-expressing cells, MTII-stimulated cAMP, LANCE TR-FRET. actives 0.48% (n = 360,000);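 active = inhibition above its plate's cutoff, the mean of tested wells on that plate plus 3 SD, cut at about 29% in these data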;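 note: 0% = Melanotan II alone and 100% = Melanotan II plus saturating MCL0020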
#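 Assay system: human MC4R-expressing U2OS cells; reagent: Melanotan II stimulation of cells; dosing: 6.5 µM single dose; timing: compound 30 min, challenge 1 h, detection 1 h; signal: TR-FRET cAMP assay; replicates: one well per compound, no replicates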
# Glyco luc inh: blocks N-linked glycosylation in D54 reporter cells; D54 ERlucT glycosylation luciferase reporter, 24 h; percent of 100 nM tunicamycin response; AID 588692; reporter increase, % at 12.5 µM; actives 0.23% (n = 360,000);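 active = mean luciferase reporter signal, scaled so untreated is 0 and the glycosylation-blocking control 100, at or above a set limit in every replicate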;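 note: luciferase carries N-glycosylation sites so blocking glycosylation raises the light; 0% = median of neutral control wells and 100% = median of 100 nM tunicamycin wells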
# TLR9-MyD88 inh: blocks human TLR9 binding to MyD88. Q9NR96+Q99836. CHO BLA complementation TLR9-MyD88, CCF4 FRET ratio. inhibition, % at 4.98 µM. actives 0.21% (n = 340,000);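 active = inhibition above the mean over all tested compounds plus 3 SD, cut at about 21% in these data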;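 note: 0% = DMSO only wells and 100% = clavulanate BLA inhibitor control wells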
# Cardio protect: modulators protecting cardiomyocytes from myocardial damage | H9c2 cardiomyocytes, H2O2 injury protection, ATPLite, 2 h | protection from H2O2 cell death, % at 20 µM | actives 0.63% (n = 360,000) | AID 588492;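 active = compounds giving at least 50% protection of heart cells from peroxide-induced death in the single-dose screen, raw or plate-pattern-corrected value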;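 note: 0% = DMSO wells with peroxide and 100% = DMSO wells without peroxide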
# ABCB6 inh 2: human ABCB6 transporter inhibition; Q9NP58; K562-ABCB6 porphyrin accumulation, flow cytometry, 1 h; active compounds read low; fluorescence ratio to DMSO, % at 10 µM; actives 0.19% (n = 360,000); AID 602162;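 active = fluorescence ratio to DMSO below 75%, the collection mean minus 3 SD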;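 note: signal is porphyrin accumulated inside mitochondria; 100% equals median channel fluorescence of DMSO control wells; lower ratio means ABCB6 inhibition with less porphyrin fluorescence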
# MC4R barr agon: agonists of human melanocortin 4 receptor (MC4R) beta-arrestin | U2OS MC4R beta-arrestin complementation, luminescence; percent of melanotan II response, DMSO zero | activation, % at 8.9 µM | actives 0.98% (n = 360,000) | AID 540308;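 active = activation above a per-plate cutoff, the mean activation of sample wells on that plate plus 3 SD, cut at about 8% in these data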
# ABHD5-PLIN5 inh: blocks binding of human ABHD5 to perilipin-5. Q00G26+Q8WTS1. Split G. princeps luciferase complementation, luminescence, 4 h. inhibition, % at 4 µM. actives 0.78% (n = 360,000). AID 602281;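 active = inhibition above the mean inhibition across every tested compound plus 3 SD, cut at about 22% in these data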;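 note: 0% = DMSO only wells and the 100% control is not disclosed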
# Starred values were filed as active, the others as inactive; nt = not tested or not shown; & = joins results of further samples. Not all compounds are listed, so the mix of outcomes need not match the whole.
SMILES,NCOA2 inhibitor,m5-HT2A agonist,NOD2-RIPK2 inh,MC4R antag cAMP,Glyco luc inh,TLR9-MyD88 inh,Cardio protect,ABCB6 inh 2,MC4R barr agon,ABHD5-PLIN5 inh
COc1ccc(NC(C)=O)cc1NC(=O)CN1CCN(CC(=O)Nc2ccc(Cl)cc2)CC1,-5,-2,-8,2,1,-4,6,207,-1.2,-1
CC(=O)c1ccc(Oc2nc3c(c(=O)n(C)c(=O)n3C)n2C)cc1,11,-2,7,7,-3,-1,15,98,-1.0,-3
C/C(=N/NC(=O)CSc1ccccn1)c1ccc([N+](=O)[O-])cc1,4,0,-5,1,2,11,3,96,-2.1,1
Cc1c(Cl)cccc1N1C(=O)CC(NNC(=O)c2cccnc2)C1=O (configuration not stated),-11,0,-8,24,0,-8,5,104,0.4,-1
C=CCNC(=O)c1ccc(Sc2ccc(C)cc2)c([N+](=O)[O-])c1,7,-5,-10,9,-4,7,-11,90,4.6,0
Cc1cc(C)nc(N2CCCC(C(=O)NCc3cccc(C(F)(F)F)c3)C2)n1 (configuration not stated),-10,2,-3,-1,0,-5,0,102,-0.4,3
O=[N+]([O-])c1ccc(SCCc2ccncc2)cc1,-13&-6,1&3,2&-9,10&2,1&1,-9,-1&-6,99&98,-0.2&-2.2,-2&3
Cc1ccc(S(=O)(=O)N2CC(=O)Nc3ccccc32)cc1C,-24,-1,1,-1,0,-2,2,76,-1.8,-4
CC(=O)N1c2ccccc2CCc2ccc(N)cc21,5,3,1,7,0,5,0,99,0.1,0
COc1c(F)c(F)c(C(=O)O)c(Nc2ccccc2C)c1F,-5,1,8,16,0,-7,5,101,0.3,5
CCC(=O)NNC(=O)c1c(O)c2ccccc2[nH]c1=O,10,0,-1,2,2,2,2,95,-0.3,-1
CCOC(=O)c1ccc(NC(=O)CSc2nnc(CNc3ccc(OC)cc3)n2C)cc1,-11,0,-8,0,4,-4,-1,96,-2.1,2
CCc1nc2c(OCC(N)=O)cccn2c1N(C)C(=O)c1ccc(OC)cc1,-39,-6,-3,10,1,nt,-1,92,-1.4,-12
CCOc1cc(C(c2c(C)[nH][nH]c2=O)c2c(C)[nH][nH]c2=O)ccc1OS(=O)(=O)c1ccc(C)cc1,3,-5,2,2,2,-4,3,94,-1.7,-11
COC(=O)NNC(=O)C12CC3CC(CC(C3)C1)C2,-1,2,-1,-12,2,4,0,102,-0.4,7
Cc1ccccc1OCC(O)CNC1CCCC1 (configuration not stated),-44,-6,5,7,0,1,10,100,-0.5,1
N#Cc1c(N)nc2c(c1-c1ccncc1)CCCC2,4,2,1,9,1,4,-2,88,-1.5,0
Cc1ccc(C(=O)NCCCN2CCOCC2)cc1S(=O)(=O)N1CCCCC1,2,-2,-1,-1,0,-3,0,94,-3.4,-2
NC(=O)c1nn(CC(=O)Nc2ccc3c(c2)OCO3)cc1[N+](=O)[O-],-15,1,-7,6,2,8,3,90,-0.9,-3
COc1cc(CNCCSc2nnnn2C)cc(Br)c1OCc1ccccc1F,-11,2,-7,4,1,2,14,117,1.1,10
Cc1ccccc1Cn1cccc1/C=C1/C(=N)N2C=CSC2=NC1=O,-13,-2,12,1,1,-17,3,104,14*,-10
COc1cc2ccc(C(C)=NOC(C)=O)cc2cc1OC,-5,-3,-3,-6,3,3,1,94,-2.4,1
Cc1nc(P(=O)(c2ccccc2)c2ccccc2)c(N2CCOCC2)o1,-22,6,14,10,0,3,-1,98,-2.2,6
Cc1nc2ccccc2n1/N=C/c1ccc([N+](=O)[O-])s1,-13,1,-1,-6,-9,7,-28,94,1.9,-6
Cc1cccc(-c2csc(N)c2C(=O)OC(C)C)c1,-1,-4,6,0,0,7,6,100,1.1,-18

# Part of the list above in order of length of the SMILES, falling.
SMILES,NCOA2 inhibitor,m5-HT2A agonist,NOD2-RIPK2 inh,MC4R antag cAMP,Glyco luc inh,TLR9-MyD88 inh,Cardio protect,ABCB6 inh 2,MC4R barr agon,ABHD5-PLIN5 inh
COc1ccc(NC(C)=O)cc1NC(=O)CN1CCN(CC(=O)Nc2ccc(Cl)cc2)CC1,-5,-2,-8,2,1,-4,6,207,-1.2,-1
Cc1nc2ccccc2n1/N=C/c1ccc([N+](=O)[O-])s1,-13,1,-1,-6,-9,7,-28,94,1.9,-6
COC(=O)NNC(=O)C12CC3CC(CC(C3)C1)C2,-1,2,-1,-12,2,4,0,102,-0.4,7

# By substructure, the compounds so far containing a Cl atom
SMILES,NCOA2 inhibitor,m5-HT2A agonist,NOD2-RIPK2 inh,MC4R antag cAMP,Glyco luc inh,TLR9-MyD88 inh,Cardio protect,ABCB6 inh 2,MC4R barr agon,ABHD5-PLIN5 inh
COc1ccc(NC(C)=O)cc1NC(=O)CN1CCN(CC(=O)Nc2ccc(Cl)cc2)CC1,-5,-2,-8,2,1,-4,6,207,-1.2,-1
Cc1c(Cl)cccc1N1C(=O)CC(NNC(=O)c2cccnc2)C1=O (configuration not stated),-11,0,-8,24,0,-8,5,104,0.4,-1

# Random excerpt: 2 entries already listed
SMILES,NCOA2 inhibitor,m5-HT2A agonist,NOD2-RIPK2 inh,MC4R antag cAMP,Glyco luc inh,TLR9-MyD88 inh,Cardio protect,ABCB6 inh 2,MC4R barr agon,ABHD5-PLIN5 inh
C=CCNC(=O)c1ccc(Sc2ccc(C)cc2)c([N+](=O)[O-])c1,7,-5,-10,9,-4,7,-11,90,4.6,0
CCc1nc2c(OCC(N)=O)cccn2c1N(C)C(=O)c1ccc(OC)cc1,-39,-6,-3,10,1,nt,-1,92,-1.4,-12

# Continued:
SMILES,NCOA2 inhibitor,m5-HT2A agonist,NOD2-RIPK2 inh,MC4R antag cAMP,Glyco luc inh,TLR9-MyD88 inh,Cardio protect,ABCB6 inh 2,MC4R barr agon,ABHD5-PLIN5 inh
CN(C)C(=O)Cn1c(=O)n(S(=O)(=O)c2ccccc2)c2ccccc21,-22,6,-1,13,2,-3,7,97,-0.8,2
c1ccc(CNc2nc(NCCc3ccncc3)c3sccc3n2)cc1,-13,-9,5,1,17,nt,-22,97,3.5,-4
C[C@H](CO)N1C[C@H](C)[C@@H](CN(C)C(=O)NC2CCCCC2)Oc2ccc(NS(=O)(=O)c3ccc(F)cc3)cc2C1=O,-2,-1,-13,3,2,-1,0,99,-1.4,-5
CCN(CC(=O)NCc1ccc(F)cc1)C(=O)c1ccc(C)o1,-7,3,-10,4,2,2,2,170,-0.8,9
C/C(=N\OCC(=O)Nc1ccc2c(c1)OCCO2)c1ccc2c(c1)OCCO2,-2,0,-7,2,2,12,-18,97,-0.7,-3
Cc1cc(-c2ccccc2)nc(N(C)NC(=O)C2CC2)c1S(C)(=O)=O,-15,-2,-1,14,4,-5,2,115,-1.9,0
O=C(Nc1cccnc1)C1Cc2c(-c3ccccc3Oc3ccccc3)ccnc2O1 (configuration not stated),7,2,3,-2,-7,nt,-5,91,2.6,8
COc1cc(C(C[N+](=O)[O-])c2c(-c3ccccc3)cc3ccccn23)cc(OC)c1OC (configuration not stated),8,2,-4,-2,nt,-8,-8,93,-2.1,10
Cc1cc(C)n(CC(C)C(=O)O)n1 (configuration not stated),0,-2,-3,0,0,7,16,102,-0.6,-4
Cc1ccccc1-c1nc2cc(NC(=O)C3CC3)ccc2o1,-55,5,-4,2,-9,-5,-14,98,-0.7,-6
Cn1cnnc1SCC(=O)Nc1ncc([N+](=O)[O-])s1,-49,-4,-12,7,-1,0,-5,100,-1.7,7
Cc1ccc(NS(=O)(=O)c2c(C)[nH]c(=O)[nH]c2=O)cc1F,15,-7,-4,14,-2,-7,-4,99,-2.4,-3
Cc1ccc(OCCN2C(=O)c3ccccc3C2=O)c([N+](=O)[O-])c1,-51,-9,11,16,3,-3,3,103,-0.1,-1
COc1cc2ccccc2cc1C(=O)Nc1nc(C)c(C(C)=O)s1,nt,3,4,-4,-1,8,-7,98,-0.9,0
O=C(Oc1c(Br)cc(C(=S)N2CCOCC2)cc1Br)c1ccc(Cl)cc1,6,10,-1,9,-1,5,-22,95,-0.4,-3
O=C(CC12CC3CC(CC(Br)(C3)C1)C2)Nc1cccc(S(=O)(=O)NC2=NCCC2)c1,14,0,-7,22,-1,3,7,96,3.2,-2
C/C(=N\NC(=O)c1cccc([N+](=O)[O-])c1)c1cccc(NC(=O)C2CC2)c1,5,-4,1,8,-1,5,10,95,-2.3,0
O=C(Nc1ccccc1)c1ccccc1C(=O)N1CCCCC1,-8,-2,-1,-1,1,-1,15,95,-3.1,-13
CN(C)[C@@H]1CCC[C@H]1OC(=O)C(c1ccccc1)c1ccccc1,8,-7,-2,11,4,-2,6,95,-0.5,-4
O=C(Nc1ccccc1O)/C(=C\c1ccccc1)NC(=O)c1ccccc1,12,2,-12,0,0,6,4,98,7.2,8
CC(C)OCCCNC(=O)c1ccc2c(c1)ncn2C1CCCC1,-21,5,-6,4,4,8,17,95,0.2,-4
O=C(c1csc2c1CCCC2)N1CCN(c2ccc(F)cc2)CC1,15,-1,5,3,0,-6,-2,101,-0.2,3
COc1cccc(CNC(=O)c2ccccc2NC(=O)C2=C(C)OCCS2)c1,-4,-2,-14,-1,0,-5,0,90,-3.0,6
COc1cc(C)c(Br)cc1S(=O)(=O)N1CCOCC1,9,0,1,13,2,0,2,98,1.0,-2
CSc1cccc(NC(=O)CNC(=O)c2ccc3c(c2)OCO3)c1,-5,-3,4,2,2,-4,1,97,-1.0,-2
Cc1ccc(C(=O)C(OC(=O)CN2C(=O)c3ccccc3C2=O)c2ccccc2)cc1C (configuration not stated),-9,6,3,14,-1,-2,-5,90,0.9,-9
COc1ccc(CC(NC(C)=O)C(=O)NC2CCN(c3ncccc3[N+](=O)[O-])CC2)cc1 (configuration not stated),-1,-2,8,4,1,-5,-5,94,-4.8,2

# MC4R barr agon: hit marks shown above
SMILES,NCOA2 inhibitor,m5-HT2A agonist,NOD2-RIPK2 inh,MC4R antag cAMP,Glyco luc inh,TLR9-MyD88 inh,ABCB6 inh 2,MC4R barr agon,ABHD5-PLIN5 inh
Cc1ccccc1Cn1cccc1/C=C1/C(=N)N2C=CSC2=NC1=O,-13,-2,12,1,1,-17,104,14*,-10

# Screening results deposited in PubChem by several laboratories.
